Screens: PubChem, several laboratories
OX1R antag-1 – OX1R (HCRTR1) antagonists, primary screen, fluorescence, CHO/OX1R cells, Fluo-8 calcium, orexin A; hit rate 0.43% among 330,000; Orexin/Hypocretin receptor type 1 (Homo sapiens), O43613; Fluo-8 calcium fluorescence; AID 434989, 2010; inhibition, % at 5 µM;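 active = inhibition above its plate's threshold, mean inhibition of all tested compounds on the plate plus 3 SD, cut at about 37% in these data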;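 note: 0% = orexin A challenge wells and 100% = SB-334867-A antagonist wells; not every result past the cut was called active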
Target sequence (O43613 whole entry, looked up): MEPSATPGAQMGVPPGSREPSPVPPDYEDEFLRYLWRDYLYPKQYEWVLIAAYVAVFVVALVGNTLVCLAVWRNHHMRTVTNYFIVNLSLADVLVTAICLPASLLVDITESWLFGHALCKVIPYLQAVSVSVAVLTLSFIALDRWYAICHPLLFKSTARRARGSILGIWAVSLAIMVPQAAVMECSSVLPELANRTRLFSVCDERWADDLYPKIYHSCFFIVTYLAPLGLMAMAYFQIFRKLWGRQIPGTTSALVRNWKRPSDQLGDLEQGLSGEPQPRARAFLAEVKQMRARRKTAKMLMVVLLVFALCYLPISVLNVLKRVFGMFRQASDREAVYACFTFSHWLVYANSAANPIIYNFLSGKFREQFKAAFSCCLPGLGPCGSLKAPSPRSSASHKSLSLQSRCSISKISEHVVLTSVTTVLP
OX1R antag-2 – antagonists of human orexin 1 receptor (OX1R). Orexin/Hypocretin receptor type 1 (Homo sapiens), O43613. OX1R-expressing cells, FRET antagonist read-out. inhibition, % at 6.6 µM. hit rate 1.8% among 330,000. AID 485270, 2010; in the data active = inhibition mostly above about 38%, no sharp cut-off; inactive = mostly below about 40%;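 note: 0% = agonist challenge alone and 100% = reference antagonist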
CHT allo act – CHT positive allosteric modulators, primary screen, cell-based, membrane potential dye, choline EC20 | High affinity choline transporter 1 (Homo sapiens), Q9GZV3 | CHT-expressing cells; stronger effect = higher value; LV-AA mutant CHT in HEK293 cells | B-score at 10 µM | hit rate 0.49% among 310,000 | AID 488977, 2010;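 active = initial fluorescence not abnormally high and integrated response B-score, plate-corrected, over 3 SD above library mean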
Starred values were filed as active, the others as inactive; i = inactive; . = no result given.

SMILES	OX1R antag-1	OX1R antag-2	CHT allo act
O=C(Nc1cccnc1)c1ccc(-c2cc(Cl)ccc2Cl)o1	-29	12	i
O=C(O)CC12CSc3[nH]c(=O)sc3C1c1ccccc1OC2=O (stereo unspecified)	-3	22	i
O=C(Nc1ccccc1)C(=O)Nc1cccnc1	-12	3	i
C(=C\c1ccccc1)/CN1CCN(Cc2nc(Cc3ccccc3)no2)CC1	-19	18	i
Cc1nn(-c2ccccc2)c(Oc2ccccc2)c1C=O	-19	9	i
Cc1cccc(Cl)c1OCCCn1ccnc1	-17	15	i
COc1ccc2c(c1)O[C@H](c1ccc3c(c1)OCO3)[C@@H](OC(=O)N[C@H](C)C1CCCCC1)C2=O	-41	22	i
CC(CCc1ccccc1)NC(=O)c1ccc(Cl)nc1 (stereo unspecified)	-27	8	i
CC(Oc1ccc(Cl)cc1)C(=O)Nc1ccc(S(=O)(=O)Nc2nccs2)cc1 (stereo unspecified)	14	-23	i
CC1CCC2C(=O)N(c3ccc(NC4CCCCC4)c([N+](=O)[O-])c3)C(=O)C2C1 (stereo unspecified)	-26	15	i
O=C1C2C3C=CC(C3)C2C(=O)N1CNc1ccccn1 (stereo unspecified)	-11	11	i
CC1(C)CC(=O)C=C(NCC2CCCO2)C1 (stereo unspecified)	-1	5	i
C/C(CC(=O)Nc1ccc2c(c1)OCCO2)=N\NC(=O)COc1cccc(C)c1	-8	-5	i
COc1cccc(/C=N/n2cnc3ccccc32)c1OC	-16	10	i
O=S(=O)(Nc1ccc2cn[nH]c2c1)c1ccc(Cl)cc1	-1	11	i
CCn1c(-c2ccccc2)c[nH]c1=S	-19	16	i
Cc1ccc(Cn2nnc3c(=O)[nH]c(C4CCN(S(=O)(=O)c5ccccc5)CC4)nc32)cc1	-20	2	i
O=S(=O)(Nc1ccc(Cl)cn1)c1ccc(F)cc1	-10	-2	i
O=C(O)CCn1c(C(=O)O)cc2sccc21	20	18	i
Cc1ccccc1Cn1c(C(=O)OC(C)C)cc2c1ccn2C	-33	6	i
Cc1ccc(NC(=O)C2C3CC4OC(=O)C2C4C3)cc1Cl (stereo unspecified)	0	29	i
CCC(=O)N(CCc1ccccc1)Cc1cc2ccc(OC)cc2[nH]c1=O	-34	7	i
COc1ccc(C(=O)NNC(=S)NC(=O)c2cc(-c3ccccc3)nc3ccccc23)cc1	-3	26	i
Cc1cccc(N/C(N)=N/c2nc(C(F)(F)F)cc(=O)[nH]2)c1C	-12	3	i
CCC1CCCCN1C(=S)NC(=O)c1cc(Br)ccc1Cl (stereo unspecified)	-8	15	.
COC(=O)c1c(NC(=O)c2cccnc2)sc(C)c1C	-13	21	i
CCN(CC(=O)Nc1ccc(NC(C)=O)cc1)C(=O)CCCc1c[nH]c2ccccc12	-6	2	.
O=C(C1CCN(S(=O)(=O)c2ccc(-n3cnnn3)cc2)CC1)N1CCN(c2ccccc2)CC1	-15	21	i
O=C(c1cc(-c2ccccc2)nc2ccccc12)N1CCCC1	-18	3	i
Cc1cc(C)n(-c2cccc(CN(C)Cc3nc(-c4cnccn4)no3)c2)n1	-13	13	i
C=CCn1c(N2CCCC2)nc2c1c(=O)[nH]c(=O)n2C	-8	8	i
CC1CC(C)CN(C(=O)CCn2c(=O)oc3ccccc32)C1 (stereo unspecified)	-18	27	i
CCN1CCCC1Cn1cnc2c([nH]c3cc(OC)ccc32)c1=O (stereo unspecified)	-20	37	i
CC1CN=C(c2cccn2Cc2ccc(F)cc2Cl)O1 (stereo unspecified)	-10	5	i
Cc1cccnc1NC(=O)c1ccc2nc(N)sc2c1	6	2	i
Cc1nnc2c3ccccc3c(Cl)nn12	-6	15	i
Cc1cc(NC(=O)Nc2cc(Cl)ccc2C)no1	-21	7	i
CCOC(=O)CN(C(=O)CSc1nnc(COc2ccc(OC)cc2)n1C)c1ccccc1	-19	10	i
CN(CC(=O)Nc1ccccc1Cl)C(=O)CCNC(=O)Nc1ccccc1	-23	10	.
COc1ccc(CC(O)COS(N)(=O)=O)cc1 (stereo unspecified)	8	19	i

Among those listed so far, these contain fluorine.
SMILES	OX1R antag-1	OX1R antag-2	CHT allo act
O=S(=O)(Nc1ccc(Cl)cn1)c1ccc(F)cc1	-10	-2	i
Cc1cccc(N/C(N)=N/c2nc(C(F)(F)F)cc(=O)[nH]2)c1C	-12	3	i
CC1CN=C(c2cccn2Cc2ccc(F)cc2Cl)O1 (stereo unspecified)	-10	5	i

The main list resumes; the 6 compounds before the break are reprinted first.
SMILES	OX1R antag-1	OX1R antag-2	CHT allo act
Cc1cccnc1NC(=O)c1ccc2nc(N)sc2c1	6	2	i
Cc1nnc2c3ccccc3c(Cl)nn12	-6	15	i
Cc1cc(NC(=O)Nc2cc(Cl)ccc2C)no1	-21	7	i
CCOC(=O)CN(C(=O)CSc1nnc(COc2ccc(OC)cc2)n1C)c1ccccc1	-19	10	i
CN(CC(=O)Nc1ccccc1Cl)C(=O)CCNC(=O)Nc1ccccc1	-23	10	.
COc1ccc(CC(O)COS(N)(=O)=O)cc1 (stereo unspecified)	8	19	i
CN(CC(=O)Nc1ccc(Cl)c(C(F)(F)F)c1)C(=O)c1cn2ccccc2n1	-24	30	i
COc1ccc(Cc2nc3ccc(C(=O)N(C)CCO)cc3o2)cc1	-38	6	i
COc1ccc(S(=O)(=O)N2CCN(Cc3cc(OC)c(O)c(OC)c3)CC2)cc1	-16	12	i
C=CCn1c(-c2ccc(OC)cc2)nc2nc3ccccc3nc21	-15	21	i
Cc1cc(F)ccc1S(=O)(=O)N1CCCOC1CNC(=O)C(=O)NCc1ccccn1 (stereo unspecified)	-1	10	i
O=C(NCC(c1ccco1)N1CCCCC1)c1ccc(COc2ccccc2)cc1 (stereo unspecified)	-32	25	i
CCOCCCn1c(=S)[nH]c2cc(C(=O)NCCc3ccccc3)ccc2c1=O	-24	17	i
CCNC(=S)N1CCN(c2nc(CC)nc3sc4c(c23)CCCC4)CC1	-11	15	i
CCOC(=O)N1CCN(C(=O)c2ccccc2SCC(=O)NCC2CCCCC2)CC1	-6	7	i
CCOC(=O)C(C)Oc1ccsc1C(=O)OC (stereo unspecified)	-4	10	i
O=C(CNS(=O)(=O)c1ccc(C(=O)N2CCCCC2)cc1)N1CCCCC1	-12	11	i
Cc1cccn2c(=O)c3cc(C#N)c(=NC(=O)c4cccs4)n(CCCOC(C)C)c3nc12	-34	24	i
CCOC(=O)C1CN(S(=O)(=O)c2cccs2)c2ccc(CC(=O)OC)cc2O1 (stereo unspecified)	-17	5	i
CCN(CC)S(=O)(=O)c1ccc2nnn(OCC(=O)Nc3cccc(C#N)c3)c2c1	-11	26	i
CCOC(=O)CSc1nnc(CNC(=O)c2ccc(OC)cc2)n1-c1ccc(OC)cc1	9	9	i
CCCCCN1C2=NCCN2c2ccccc21	-9	14	i
CCN(CC(=O)Nc1ccccc1C(F)(F)F)C(=O)c1ccccc1SCC(=O)N1CCCC1	-28	9	i
CC(=O)c1cccc(Nc2c([N+](=O)[O-])c(=O)oc3ccccc23)c1	-19	15	i
O=C(CCc1ccccc1)N=C1SC2CS(=O)(=O)CC2N1Cc1ccc(F)cc1 (stereo unspecified)	-8	12	i
CCN(CC)S(=O)(=O)c1ccc(C(=O)NN(C)C2=NS(=O)(=O)c3ccccc32)cc1	-19	6	i
O=C1CSC(=Nc2cccc(C(=O)O)c2)N1	-10	-4	i
CC(C)CCN(C)C1CCN(S(=O)(=O)c2cccc(C(F)(F)F)c2)CC1	-25	10	i
O=C(c1ccccc1)N1CCN=C1c1ccccc1	-4	17	i
Cc1cc(Cl)ccc1OCCCC(=O)NN	-34	13	i
CCOc1cc(NC(=S)Nc2ccccc2)c(OCC)cc1NC(=O)c1ccc(OC)cc1	-30	28	i
C=CC[C@H](CC(=O)NCCO)C(=O)N[C@@H](COC(=O)[C@@H](CC=C)Cc1ccc(F)cc1)Cc1c[nH]c2ccccc12	-18	5	.
CCc1nc2ccccc2n(CC)c1=O	-14	21	i
CCC(=O)Nc1ccc(C(=O)OCc2ccc(Cl)c(Cl)c2)cc1	-4	19	i
N#CC1=C(N)c2ccccc2CC12CCCCC2	-15	7	i
Cc1ccc(S(=O)(=O)N2C[C@@H]3[C@H]4CC[C@H](C4)[C@@H]3[C@@H](C)C2CC(=O)c2ccccc2)cc1 (stereo partly specified)	5	15	.
NC(=O)c1ccc2c(=O)n3c(-c4cc(Cl)c(N)c(Cl)c4)csc3nc2c1	-8	12	i
CCN1C(=O)[C@H]2[C@@H](c3ccc(-c4cc(C(C)=O)cs4)cc3)N3CCCC[C@@]3(C(=O)OC)[C@H]2C1=O	-16	26	i
CC(C)(C)NCC(O)Cn1cc(C=O)c2ccccc21 (stereo unspecified)	-6	8	i
COc1cc(/C=C2/S/C(=N/S(=O)(=O)c3ccccc3)NC2=O)c([N+](=O)[O-])cc1OC	-8	26	i
CCOc1ncccc1C(=O)OCC(=O)c1cccs1	-15	8	i
COc1ccc(C(O)c2coc3ccc(O)c(CN(C)C)c23)cc1 (stereo unspecified)	-19	12	i
Cc1ccc(OCCNC(=O)c2cc(-n3cnnc3)ccc2Cl)cc1C	-23	9	i
COc1ccccc1-c1c(C)nn2c(N3CCCCCC3)cc(C)nc12	-26	32	i
CCOC(=O)c1ccc(NC(=O)CCC(CC)C(=O)O)cc1 (stereo unspecified)	-8	8	i
O=c1oc(-c2ccccc2F)nc2c1cnn2-c1ccccc1	-17	-6	i

4 of the entries above in order of their number in OX1R antag-2, lowest first.
SMILES,OX1R antag-2
CC(Oc1ccc(Cl)cc1)C(=O)Nc1ccc(S(=O)(=O)Nc2nccs2)cc1 (stereo unspecified),-23
CC1CN=C(c2cccn2Cc2ccc(F)cc2Cl)O1 (stereo unspecified),5
CCOC(=O)c1ccc(NC(=O)CCC(CC)C(=O)O)cc1 (stereo unspecified),8
O=C(Nc1cccnc1)c1ccc(-c2cc(Cl)ccc2Cl)o1,12

The listing continues:
SMILES	OX1R antag-1	OX1R antag-2	CHT allo act
CC(=O)Nc1sc(N/N=C\c2ccccc2)nc1-c1cccs1	-14	7	i
CC(=O)Nc1ccc(S(=O)(=O)Nc2ccc(S(=O)(=O)N3CCCCCC3)cc2)cc1	-31	4	i
CSc1ccccc1C(=O)C1CCCN(S(=O)(=O)c2c(C)noc2C)C1 (stereo unspecified)	-25	47	i
COc1ccccc1Cc1nc(-c2cccnc2)no1	-12	2	i
CCCn1c(O)c(/C=C2\C=NN=C2c2ccccc2)sc1=S	-8	31	i
COc1cc2c(cc1OC)CN(C(=O)CN1C(=O)c3ccc([N+](=O)[O-])cc3C1=O)CC2	-34	98*	i
CN(CC(=O)Nc1c(Cl)cccc1Cl)C(=O)Cc1ccsc1	-17	6	.
COc1ccc(C(CNC(=O)c2ccc(N3CCCC3=O)cc2)N(C)C)cc1 (stereo unspecified)	-22	0	i
COc1ccc(CN(Cc2cccn2C)S(=O)(=O)c2ccc(C)cc2)cc1	-31	6	i
O=C(NCC1(N2CCOCC2)CCCCC1)c1ccc(S(=O)(=O)Nc2ccccc2F)cc1	-11	20	i
COc1ccccc1CNC(=O)COc1ccc(S(=O)(=O)N2CCOCC2)cc1C	-16	24	i
CCN(CC)CCN(Cc1cc2ccc(C)cc2[nH]c1=O)C(=O)Nc1ccc(Cl)cc1	-14	7	i

Four of the compounds above, field by field.
CC(=O)Nc1sc(N/N=C\c2ccccc2)nc1-c1cccs1
  OX1R antag-1: -14 | OX1R antag-2: 7 | CHT allo act: i

CC(=O)Nc1ccc(S(=O)(=O)Nc2ccc(S(=O)(=O)N3CCCCCC3)cc2)cc1
  OX1R antag-1: -31 | OX1R antag-2: 4 | CHT allo act: i

CSc1ccccc1C(=O)C1CCCN(S(=O)(=O)c2c(C)noc2C)C1 (stereo unspecified)
  OX1R antag-1: -25 | OX1R antag-2: 47 | CHT allo act: i

COc1ccccc1Cc1nc(-c2cccnc2)no1
  OX1R antag-1: -12 | OX1R antag-2: 2 | CHT allo act: i
